# eIF2B yeast act = GCN4-lacZ reporter reduction in eIF2B-epsilon mutant yeast, primary screen, S. cerevisiae, eIF2B-epsilon R284H, Beta-Glo luminescence | inhibition, % at 25 µM (by protocol) | actives 0.91% (n = 27,000);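 active = mutant luminescence inhibited past about 50% while wild type luminescence and mutant growth stay under set limits, limit read from the data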; also: some compounds called inactive have numbers as strong as hits
#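 Assay system: yeast eIF2B-epsilon R284H mutant carrying GCN4–beta-galactosidase fusion / Buffer or medium: YPD / Incubation: 16 h growth with compound at 30 °C, 90 min Beta-Glo step / Detection: Beta-Glo luminescence after Z-buffer lysis, growth by 595 nm absorbance / Read-out: % inhibition of reporter signal and growth versus controls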
# Yeast growth tox = yeast growth toxicity, wild-type and mutant, primary screen, cytotoxicity control for eIF2B function restoration project, wild-type and eIF2Bepsilon R284H mutant, A595. actives 0.3% (n = 30,000). growth inhibition, % at 25 µM (by protocol). S. cerevisiae wild-type growth, A595 turbidity, 16 h;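 active = mutant and wild-type yeast strains alike exhibit over 30% growth inhibition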;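 also: 0% = untreated cell controls and 100% = YPD media blanks without cells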
#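 System: S. cerevisiae wild-type or eIF2Bepsilon-R284H mutant strain; times: 16 h growth with compound, 30 °C; signal: absorbance at 595 nm (turbidity); measure: growth inhibition (%) versus cell controls and blanks; compound: 25 µM single dose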
# Yeast growth tox inhibition % = recorded beside Yeast growth tox, whose call it bears; growth inhibition, %; S. cerevisiae eIF2Bepsilon-R284H mutant growth, A595 turbidity, 16 h;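 each compound tested once at 25 µM; 0% equals untreated cells and 100% equals cell-free medium blanks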
# eIF2B yeast act mutant toxicity = recorded beside eIF2B yeast act, whose call it bears; growth inhibition, %; measured here: mutant yeast growth, toxicity;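 each compound tested once at 25 µM; zero equals untreated control growth and 100 equals blank medium absorbance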
# The depositor's hits bear a star; . = no result given. These rows are one share of the data (hit frequency here may not be typical).
item	SMILES	eIF2B yeast act	eIF2B yeast act mutant toxicity
1	CCOC(=O)C(NC(=O)C1CCCN1C(=O)OCc1ccccc1)C(=O)OCC (stereo not drawn)	18	.
2	Nc1ccc(-n2nncc2-c2ccco2)cc1	-5	4
3	Cc1cccc(NC(=O)CC2SC(=O)N(c3ccccc3)C2=O)c1 (stereo not drawn)	9	26
4	COc1ccc(C(C)C)cc1S(=O)(=O)Nc1ccccn1	.	.
5	CC(C)NC(=O)CSCc1c(F)cccc1Cl	1	8
6	COc1cccc(C(=O)N2CCN(Cc3cc(Br)ccc3OC)CC2)c1	4	-22
7	Cn1c(SCC(=O)Nc2nccs2)nnc1-c1ccc(S(=O)(=O)N2CCCC2)cc1	16	12
8	CCOC(=O)C1C(=O)CC(C)(O)C(C(=O)OCC)C1c1ccc(F)cc1 (stereo not drawn)	1	3
9	CCOC(=O)N1CCN(C(=O)CN(c2ccc(OC)cc2)S(C)(=O)=O)CC1	-13	-16
10	CSc1nnc([C@@H](NC(=O)OC(C)(C)C)C(C)C)o1	28	11
11	O=C1C=C(NC2CC2)C2(CCCCC2)O1	21	-14
12	CC(C)NC(=O)C1(O)c2ccccc2NC(=O)N1c1ccc(Cl)c(Cl)c1 (stereo not drawn)	9	6
13	O=C(Nc1nonc1NC(=O)C1CCCCC1)C1CCCCC1	.	.
14	COc1ccc2oc(=O)c(-c3nnc(NCc4ccco4)s3)cc2c1	5	-4
15	CCSc1nc2c(c(=O)[nH]c(=O)n2C)n1C	5	.

item	Yeast growth tox	Yeast growth tox inhibition %
1	0	0
2	26	4
3	17	26
4	-8	9
5	-11	8
6	-4	-22
7	29	12
8	13	3
9	4	-16
10	18	11
11	-8	-14
12	16	6
13	-12	0
14	-12	-4
15	.	.

# Following part.
item	SMILES	eIF2B yeast act	eIF2B yeast act mutant toxicity
16	Cc1cc(C)n(Cc2ccc(C(=O)O)cc2)n1	23	6
17	Cc1ccc(-c2nn(CC(=O)Nc3cccnc3)c(=O)c3ccccc23)cc1	.	.
18	Cc1nnc(SCC(=O)Nc2nccs2)[nH]c1=O	2	.
19	COc1ccc(C(C)NC(=O)C2C(=O)NC3(C)CC2c2ccccc2O3)cc1 (stereo not drawn)	12	-2
20	CC(C)c1ccccc1OCCNS(C)(=O)=O	-75	5
21	O=C(CCc1nc(-c2ccccc2)no1)NC1CCCCC1	6	-10
22	CCNC(=O)c1ccc2c(c1)S(=O)(=O)c1ccccc1C2=O	-23	-11
23	O=C(NCc1ccc(Cl)cc1)C1C2C=CC3(CN(Cc4cccnc4)C(=O)C13)O2 (stereo not drawn)	17	9
24	CC1CN(S(=O)(=O)c2cccc(C(=O)NCCCn3ccnc3)c2)CC(C)O1 (stereo not drawn)	29	-14
25	Cn1cnnc1SCC(=O)c1ccc2c(c1)OCCO2	19	3
26	COC(=O)CCP(=O)(O)Cc1ccccc1CP(=O)(O)CCC(=O)OC	18	.
27	COC(=O)c1cccc(NS(=O)(=O)c2cccs2)c1C	12	4
28	CCn1c(SCC(=O)Nc2cccc(F)c2)nnc1-c1cc2cc(Br)ccc2o1	9	-55
29	Cc1nn(Cc2ccc(C(=O)NC(C)(C)C)o2)c(C)c1Br	18	11
30	N#Cc1nc(COc2ccccc2Cl)oc1NCc1ccco1	3	-32

item	Yeast growth tox	Yeast growth tox inhibition %
16	14	6
17	16	3
18	-8	0
19	-1	-2
20	13	5
21	9	-10
22	-6	-11
23	5	9
24	-2	-14
25	9	3
26	16	0
27	24	4
28	-36	-55
29	9	11
30	-5	-32

# Additional compounds:
item	SMILES	eIF2B yeast act	eIF2B yeast act mutant toxicity
31	CCc1nnc(NC(=O)Cn2nc(-c3ccc(OC)c(OC)c3)ccc2=O)s1	17	22
32	Cn1c2c(c(=O)n(C)c1=O)CN(CC1CCCO1)CN2 (stereo not drawn)	17	13
33	CC(=O)c1c(C)[nH]c(C(=O)NCc2cccs2)c1C	19	-23
34	Cc1cc(Cl)c(S(N)(=O)=O)cc1OCC(N)=O	31	-14
35	c1ccc(Cn2nnnc2CN2CCOCC2)cc1	11	-32
36	Cc1ccc(S(=O)(=O)N(C)C2(C)CCS(=O)(=O)C2)cc1 (stereo not drawn)	.	.
37	CCCSc1nc2c(c(=O)[nH]c(=O)n2C)n1C	24	.
38	O=C(NC1(C(=O)NC2CCCCC2)CCCCC1)c1ccccn1	18	-5
39	COc1cc2c3c(c1)/C(=C1/SC(NC(C)=O)=NC1=O)C(=O)N3C(C)(C)C=C2C	.	.
40	CC1CCN(C(=O)N2c3ccccc3Sc3ccccc32)CC1	9	8
41	NC(=O)c1ccc(NC(=O)C2CCCO2)cc1 (stereo not drawn)	20	-5
42	Cc1ccc(N2C(=O)N(CC(=O)NCc3ccc(Cl)cc3)C(=O)C2C)cc1 (stereo not drawn)	-10	-5
43	CCCCN(CCCC)CC(O)CN1C(=O)NC(C)(C)C1=O (stereo not drawn)	9	16
44	COc1ccc(/C(N)=N/OC(=O)c2cccc([N+](=O)[O-])c2)cc1	16	12
45	Cc1cc(NC(=O)C2C3C=CC(C3)C2C(=O)O)no1 (stereo not drawn)	14	19

item	Yeast growth tox	Yeast growth tox inhibition %
31	11	22
32	29	13
33	6	-23
34	-12	-14
35	15	-32
36	-6	5
37	0	0
38	18	-5
39	-29	-11
40	-2	8
41	-14	-5
42	17	-5
43	20	16
44	0	12
45	0	19

# More compounds
item	SMILES	eIF2B yeast act	eIF2B yeast act mutant toxicity
46	CN(CC(=O)NCCc1ccccc1)S(=O)(=O)c1cccc2nsnc12	22	21
47	Cc1oc2ccc(OCc3ccccc3F)cc2c1C(=O)O	40	19
48	Cc1cccc(NC(=S)NC2CC3CCCC(C2)N3CC(C)C)c1C (stereo not drawn)	2	19
49	CCOc1ccc(N2C(=O)CC(NCc3ccc(F)cc3)C2=O)cc1 (stereo not drawn)	13	-29
50	CCOC(=O)C1=C(C)NC(=S)N(C(C)=O)C1c1ccc(Cl)cc1 (stereo not drawn)	3	.
51	NS(=O)(=O)c1ccc(-c2ccc(C=NC3CCS(=O)(=O)C3)o2)cc1 (stereo not drawn)	-4	.
52	COCCNC(=O)CSc1nc2ccccc2c2nc(C)nn12	15	-10
53	O=C(NCc1cccnc1)c1ccc(COc2cccc3ccccc23)o1	-13	9
54	CCOC(=O)N1CCN(C(=O)CN(c2ccccc2OC)S(=O)(=O)c2ccc(C)cc2)CC1	29	-4
55	O=c1c2c(nc3n1CCCCC3)sc1c(O)c(Br)ccc12	.	.
56	COC(=O)C1=C(C)NC(=O)C1(Nc1ccc(Cl)cn1)C(F)(F)F (stereo not drawn)	46	.
57	CCOc1ccc(Nc2nc(N3CCCCC3)nc(N3CCCCC3)n2)cc1	28	11
58	CC1CC(=O)N(CC(=O)N2CCCC2)c2ccccc2S1 (stereo not drawn)	26	-5
59	O=C(c1cnn2c(C(F)F)cc(C3CC3)nc12)N1CCOCC1	15	.
60	CCCC(c1nnnn1CC1CCCO1)N1CCN(c2nc3ccccc3s2)CC1 (stereo not drawn)	4	-4

item	Yeast growth tox	Yeast growth tox inhibition %
46	14	21
47	22	19
48	13	19
49	-2	-29
50	.	.
51	-1	0
52	9	-10
53	1	9
54	17	-4
55	26	11
56	1	0
57	6	11
58	14	-5
59	.	.
60	-1	-4

# Other structures.
item	SMILES	eIF2B yeast act	eIF2B yeast act mutant toxicity
61	CCOC(=O)c1ccc(NC(=O)CSc2nnnn2C2CCCCC2)cc1	28	.
62	CCC1CCCCN1C(=O)CCCOc1ccccc1 (stereo not drawn)	18	-4
63	COC(=O)c1ccc(Cn2cnc3c(cnn3-c3ccc(Cl)cc3)c2=O)o1	-3	-55
64	Cn1c2ccccc2c2ncn(Cc3ccco3)c(=O)c21	9	4
65	O=C(NCCSCc1ccccc1)c1cc(S(=O)(=O)N2CCOCC2)ccc1F	17	-14
66	CCOC(=O)CSc1nnc(NC(=O)c2cccc(S(=O)(=O)N3CCCCC3)c2)s1	-13	-14
67	COCCN1C(=O)c2ccc(C(=O)Nc3nccs3)cc2C1=O	-30	.
68	O=S(=O)(NCCOC12CC3CC(CC(C3)C1)C2)c1cccc2nsnc12	10	-4
69	O=C(Cc1cnn(-c2ccccc2)c1)c1ccc(O)c(O)c1O	28	20
70	CC(NO)/C(=N\O)c1cccs1 (stereo not drawn)	10	11
71	Cc1cc(C(=O)CSc2n[nH]c(N)n2)c(C)n1-c1cccc(F)c1	21	34
72	O=C(Nc1cccc(C(F)(F)F)c1)c1cc2ncc(Br)cn2n1	.	.
73	COc1ccccc1CNC(=O)c1cc2c(s1)CS(=O)(=O)C2	23	7
74	CCn1c(=O)cc(SCC(=O)N(C)Cc2ccccc2)c2ccccc21	-27	5
75	COc1ccc(S(=O)(=O)N2CCC(C(=O)Nc3cccc(C(C)=O)c3)CC2)cc1C	-3	-4

item	Yeast growth tox	Yeast growth tox inhibition %
61	3	0
62	11	-4
63	7	-55
64	10	4
65	9	-14
66	-25	-14
67	-11	0
68	2	-4
69	23	20
70	27	11
71	3	34
72	3	3
73	24	7
74	6	5
75	-28	-4

# (cont.)
item	SMILES	eIF2B yeast act	eIF2B yeast act mutant toxicity
76	CCc1ccc2[nH]c(=O)c(C(c3nnnn3Cc3ccccc3)N3CCOCC3)cc2c1 (stereo not drawn)	11	.
77	CCC(C)N(C(=O)Cn1nnc2ccccc21)C(C(=O)NCc1ccco1)c1cccc(OC)c1 (stereo not drawn)	14	-32
78	CCNc1nc(NCC)nc(C(=O)Nc2ccccc2)n1	12	-10
79	CC(=O)Nc1ccc(-n2cnnn2)cc1	1	.
80	CCOC(=O)c1c(NC(=O)CCN2CCOCC2)sc2c1CC(C)(C)OC2	-6	-3
81	CC1CCC(C(C)C)C(OC(=O)CSc2nccc(=O)[nH]2)C1 (stereo not drawn)	.	.
82	CC1CCN(C(=O)c2ccc(S(=O)(=O)N(C)C)cc2)C(C)C1 (stereo not drawn)	12	10
83	CCC(C)Sc1nnc(-c2c[nH]c3ccccc23)n1CCOC (stereo not drawn)	24	-15
84	CCOC(=O)c1cnc(-c2ccccc2)nc1N	30	4
85	Cc1sc2c(c1C)CN(C(C)(C)C)CN2C(=O)c1ccccc1	11	-3
86	CCc1ccc2c(c1)C1(NN=C(c3cccc4ccccc34)S1)C(=O)N2 (stereo not drawn)	37	-3
87	CC(NC(=O)C1CCCC1)c1ccc2c(c1)OCCO2 (stereo not drawn)	14	15
88	O=C(Oc1cccc(-c2cnc3ccccc3n2)c1)c1ccco1	.	.
89	Cc1nc(/C=C/c2ccccc2)cc(/C=C/c2ccccc2)n1	22	-8
90	O=S(=O)(NCc1cn2ccsc2n1)c1cccs1	7	3

item	Yeast growth tox	Yeast growth tox inhibition %
76	-29	0
77	12	-32
78	4	-10
79	-2	0
80	12	-3
81	14	20
82	26	10
83	12	-15
84	-3	4
85	-8	-3
86	1	-3
87	-13	15
88	-19	18
89	-6	-8
90	17	3

# Retrieved by compound from above, 5 records:
item	SMILES	eIF2B yeast act	eIF2B yeast act mutant toxicity
84	CCOC(=O)c1cnc(-c2ccccc2)nc1N	30	4
85	Cc1sc2c(c1C)CN(C(C)(C)C)CN2C(=O)c1ccccc1	11	-3
77	CCC(C)N(C(=O)Cn1nnc2ccccc21)C(C(=O)NCc1ccco1)c1cccc(OC)c1 (stereo not drawn)	14	-32
90	O=S(=O)(NCc1cn2ccsc2n1)c1cccs1	7	3
81	CC1CCC(C(C)C)C(OC(=O)CSc2nccc(=O)[nH]2)C1 (stereo not drawn)	.	.

item	Yeast growth tox	Yeast growth tox inhibition %
84	-3	4
85	-8	-3
77	12	-32
90	17	3
81	14	20

# (continued)
item	SMILES	eIF2B yeast act	eIF2B yeast act mutant toxicity
91	CCOc1ccc(N2CSC3=C(C#N)C(c4ccco4)CC(=O)N3C2)cc1 (stereo not drawn)	7	-19
92	CCN(CC)CCCN1C(=O)c2oc3ccccc3c(=O)c2C1c1cccs1 (stereo not drawn)	.	.
93	O=C(CCN1C(=O)COc2ccccc21)NCCCN1CCN(c2ccc(F)cc2)CC1	0	2
94	O=C(O)CC(c1ccc(Cl)cc1)n1cccc1 (stereo not drawn)	23	4
95	O=C(NCC(c1cccnc1)N1CCN(c2ccccc2)CC1)C1CCCCC1 (stereo not drawn)	24	.
96	Cc1cc(C)nc(NC2=NCCN2C(=O)Nc2ccc(Cl)c(Cl)c2)n1	19	-22
97	CCCc1[nH][nH]c(=O)c1C(c1ccc(Cl)cc1)C(C#N)C#N (stereo not drawn)	31	.
98	C=CCC(=O)OCC(=O)Nc1ccc(Oc2ccccc2)cc1	22	17
99	Cc1c(Cl)cccc1N(CC(=O)N1CCCCCC1)S(C)(=O)=O	-8	8

item	Yeast growth tox	Yeast growth tox inhibition %
91	-2	-19
92	6	26
93	-5	2
94	19	4
95	6	0
96	-50	-22
97	.	.
98	0	17
99	21	8
